From PubChem
Growth percent in the NCI-60 one-dose screen (48 h, 10 µM unless noted): 100 = growth as untreated, 0 = no growth, -100 = all killed.
UO-31: UO-31 renal cancer. AID 1794768. 81,000 compounds, 5.2% hits
TK-10: TK-10 renal cancer cells | 81,000 compounds, 3.9% hits | AID 1794769
ACHN: ACHN renal cancer | 81,000 compounds, 4.9% hits | AID 1794771
CAKI-1: CAKI-1 renal cancer | AID 1794772 | 75,000 compounds, 4.7% hits
A498: A498 renal cancer cells | 76,000 compounds, 5.4% hits | AID 1794774
SN12C: SN12C renal cancer cells. 81,000 compounds, 3.8% hits
RXF 393: RXF 393 renal cancer cells; 77,000 compounds, 6.9% hits; AID 1794773
786-0: 786-0 renal cancer cells; AID 1794775; 81,000 compounds, 5.1% hits
An asterisk follows results filed as active; . = no result given. How the source made its calls: active means growth percent below 10; inactive means the rest. An unsorted share of the library, and some 10% of all compounds hit somewhere here.

Order of values: UO-31	TK-10	ACHN	CAKI-1	A498	SN12C	RXF 393	786-0
- Cc1ccc(-n2cc(/C=N/NC(=O)c3ccccc3)c(-c3ccc(S(C)(=O)=O)cc3)n2)cc1
    70	111	94	92	80	90	85	94
- C/C(=N\NC(=O)CSc1nc2ccccc2c(=O)n1Cc1ccc(S(N)(=O)=O)cc1)c1ccccc1
    80	111	103	84	.	103	94	100
- CC(=O)Nc1ccc(Sc2ccc(NC(C)=O)cc2)cc1
    81	92	96	95	106	.	109	94
- CC(O)C1Cc2ccccc2C(=O)O1 (configuration not stated)
    103	111	111	104	127	117	105	109
- O=C(Nc1ccc2ccccc2c1[N+](=O)[O-])c1ccccc1
    77	94	93	74	111	100	103	97
- Nc1n[n+](-c2ccc(Cl)cc2)no1
    59	122	87	84	94	107	104	98
- O=C1C2=C(C(=O)N1O)c1cn(c3ccccc13)CCCCCCn1cc2c2ccccc21
    80	105	109	96	88	106	119	.
- O=C1OC(=O)C2=C1CCCC2
    81	104	96	91	.	104	97	100
- CC(C)N(CCCCO)C(C)C
    88	95	115	87	100	106	115	97
- O=C1c2ccccc2C(=O)N1c1ccc(Cl)cc1
    85	101	88	91	103	95	114	96
- CCOC(=O)[C@H](Cc1ccccc1)Nc1nc(N)nc(N(C)C2CCCCC2)c1C=O
    94	107	105	99	98	101	107	103
- NCC(Cc1ccccc1)c1ccccc1 (configuration not stated)
    90	122	110	93	105	106	109	.
- Cc1c(/C=C(\C#N)C(=O)Nc2c(C)n(C)n(-c3ccccc3)c2=O)c(=O)n2c([nH]c3ccccc32)c1C#N
    94	101	102	95	101	92	129	93
- CCSc1nnc(C2=CC(=O)c3ccccc3C2=O)n1-c1ccccc1
    61	127	94	97	103	91	.	93
- COc1ccc(C2CN=NC2C(=O)c2ccccc2)cc1 (configuration not stated)
    85	99	106	82	128	91	91	117
- O=c1oc2ccccc2cc1-c1cc(-c2ccc(O)cc2)cc(-c2cc3ccccc3oc2=O)n1
    88	130	101	100	102	101	110	104
- Nc1nnc(-c2cccc(Cl)c2Cl)c(N)n1
    82	98	106	95	110	99	.	92
- Cc1ccc2c(c1)-c1cc(C)ccc1C2=O
    64	94	99	84	101	96	103	99
- COc1cccc(-c2cc(-c3ccc(F)cc3)c(C#N)c(=O)[nH]2)c1
    82	107	102	88	63	103	98	95
- COc1cc2nnc3c4cccnc4c(C#N)n3c2cc1OC
    108	105	92	.	110	104	119	109

Results in 786-0 and CAKI-1 (5 entries from above):
SMILES,786-0,CAKI-1
CCSc1nnc(C2=CC(=O)c3ccccc3C2=O)n1-c1ccccc1,93,97
COc1ccc(C2CN=NC2C(=O)c2ccccc2)cc1 (configuration not stated),117,82
O=c1oc2ccccc2cc1-c1cc(-c2ccc(O)cc2)cc(-c2cc3ccccc3oc2=O)n1,104,100
Nc1nnc(-c2cccc(Cl)c2Cl)c(N)n1,92,95
Cc1ccc2c(c1)-c1cc(C)ccc1C2=O,99,84

(further entries)
Order of values: UO-31	TK-10	ACHN	CAKI-1	A498	SN12C	RXF 393	786-0
- CCN(CCCCCCCCCCN1CC(=O)N(CCCCCCCCCCN(CC)Cc2ccccc2OC)CC1=O)Cc1ccccc1OC
    -75*	10	3.5*	-13*	.	9.4*	.	-73*
- CCOc1ccc(NC(=S)n2c(=O)cc(C)c3ccc(O)cc32)cc1
    79	106	109	89	109	101	116	108
- CC(=O)Nc1ccc(NC(=O)c2sc3nc4cc5c(cc4cc3c2N)OCCO5)cc1
    86	106	97	88	109	98	119	96
- COc1cc(C(=O)/C=C/c2c(Cl)nc3sc(C)nn23)cc(OC)c1OC
    87	.	94	103	116	101	.	98
- O=c1[nH]c(=S)[nH]c2nc[nH]c12
    63	113	104	108	93	96	80	92
- OC[C@H]1O[C@H](O[C@H]2[C@H](O)[C@@H](O)[C@H](O)O[C@@H]2CO)[C@H](O)[C@@H](O)[C@@H]1O
    82	107	100	91	102	101	120	100
- O=C1/C(=C\c2cccc(OCc3ccc(F)cc3)c2)N=C2SCCCN12
    67	84	80	78	72	71	121	82
- O=C1Nc2ccccc2/C1=C/C(=O)c1ccc(N2CCCCC2)cc1
    47	86	28	64	96	73	77	99
- O=C1Nc2ccccc2[C@]12Oc1ccccc1[C@H]1CC(c3ccc(Br)cc3)=NN12
    35	128	51	42	141	70	82	79
- COCCCNCC(=O)Nc1c(C)cccc1C
    88	113	102	105	110	104	113	94
- CS(=O)(=O)c1ccc(N2N=C(c3ccc(Cl)cc3)CCC2=O)cc1
    .	124	102	.	.	95	96	99
- O=C(NN1C(=O)CCC1=O)c1ccc(Nc2ncnc3c2cnn3-c2cccc(F)c2)cc1
    75	115	101	85	109	103	101	109
- S=c1[nH]nc2ccccn12
    88	86	102	102	100	106	119	112
- Cc1cccc(NC(=O)c2sc3nc4c(cc3c2N)CCCC4)c1C
    51	65	41	35	4.0*	39	.	34
- COC(=O)c1ccc(CN2C(=O)NC3(C2=O)c2ccccc2-c2ccccc23)cc1
    79	87	94	89	88	.	101	89
- O=C(N/N=C\c1ccc(Cl)c(Cl)c1)c1ccncc1
    81	110	97	95	105	98	203	92
- CCOC(=O)CN1C(=O)CSC1=S
    89	99	106	93	104	100	102	98
- O=C(Cn1cc(COc2ncnc3c2cnn3-c2ccccc2)nn1)Nc1cccnc1
    75	111	92	93	94	60	111	103
- OCC1=CC(O)C2C=COC(OC3OC(CO)C(O)C(O)C3O)C12 (configuration not stated)
    96	88	99	98	80	96	111	102
- Cc1cc(C(O)CN(CCCC(C)C)CCCC(C)C)cc2c1ccc1cc(C(C)C)ccc12 (configuration not stated)
    63	83	79	74	108	85	81	94

Reprinted at random: two records from the list
Order of values: UO-31	TK-10	ACHN	CAKI-1	A498	SN12C	RXF 393	786-0
- OC[C@H]1O[C@H](O[C@H]2[C@H](O)[C@@H](O)[C@H](O)O[C@@H]2CO)[C@H](O)[C@@H](O)[C@@H]1O
    82	107	100	91	102	101	120	100
- S=c1[nH]nc2ccccn12
    88	86	102	102	100	106	119	112

(cont.)
Order of values: UO-31	TK-10	ACHN	CAKI-1	A498	SN12C	RXF 393	786-0
- CC(C)=CCC[C@](C)(O)[C@H]1CC[C@]2(C)[C@@H]1CC[C@@H]1[C@@]3(C)CC(Cc4ccncc4)C(=O)C(C)(C)[C@@H]3CC[C@]12C (some centres not stated)
    78	114	101	80	89	98	122	97
- COc1ccc2[nH]c(O)c(N=NC(=O)c3ccc4nc(-c5ccc(Cl)cc5)[nH]c4c3)c2c1
    96	111	104	94	166	71	43	91
- Cc1nc(N)sc1Cc1ccn(C)n1
    86	93	108	93	93	107	118	98
- COc1cc(C(=O)Nc2ccc(N(C)C)cc2)cc(OC)c1OC
    86	.	93	91	82	94	96	96
- Cc1c(C(=O)C(SC(=S)N2CCOCC2)SC(=S)N2CCOCC2)nnn1-c1ccc([N+](=O)[O-])cc1
    75	100	98	95	128	96	105	99
- C#CCOc1ccc(C(Nc2ccc(F)c(Br)c2)c2nnnn2C2CCCCC2)cc1OC (configuration not stated)
    62	83	83	43	53	84	.	74
- COc1ccc(/C=C/C(=O)c2c(O)c3ccccc3oc2=O)cc1
    85	103	102	91	136	110	108	108
- O=C1Nc2ccc(Cl)cc2/C1=N/N=C/c1ccc(O[C@H]2O[C@@H](CO)[C@H](O)[C@H](O)[C@@H]2O)cc1
    68	117	98	85	.	98	107	107
- CC(=O)/C(C)=C\c1ccc(O)cc1
    89	97	105	104	93	.	105	97
- Cc1nn(-c2ccc(Cl)cc2)c2nc3c(nc12)C(=O)C(=O)c1ccccc1-3
    60	144	81	70	59	79	90	89
- O=CNNC=O
    85	86	92	94	110	112	107	102
- COc1ccccc1/C=c1\sc2ncnn2c1=O
    98	123	104	115	124	99	118	109
- Cc1ccc2nc(NC(=O)CSc3nc(Nc4ccccc4C(=O)O)c(C#N)c(-c4ccccc4)n3)sc2c1
    77	110	103	85	102	98	83	101
- COc1cc(-c2nc(-c3nnc(-c4ccc(F)cc4F)o3)c3ccccn23)cc(OC)c1OC
    80	127	95	106	76	99	107	87
- Cn1cc(NCCO[C@H]2Cc3cc4ccc(=O)oc4cc3OC2(C)C)c(C(N)=O)n1
    89	107	106	94	103	101	106	102
- O=C(CCCC(=O)c1ccccc1)c1ccccc1
    83	98	105	.	104	101	113	101
- Cc1cc(=O)n2c(nc3ccccc32)s1
    99	101	106	104	91	96	100	99
- COc1cc2ncnc(Nc3ccc(C(=O)/C=C/c4ccc(F)cc4)cc3)c2cc1OC
    81	105	104	97	108	103	.	95
- Cc1cc(=O)oc2cc(OCCOc3ccc(/C=C/C(=O)Nc4ccccc4Cl)cc3)ccc12
    98	101	101	99	97	98	113	100
- CSc1nc2c(c(=O)n1C)C(c1ccc(Cl)cc1)C1=C(N2)/C(=C/c2ccc(Cl)cc2)CCC1 (configuration not stated)
    75	87	96	104	107	93	102	95

Brought forward from above: 4 compounds; new compounds follow.
Order of values: UO-31	TK-10	ACHN	CAKI-1	A498	SN12C	RXF 393	786-0
- Cc1cc(=O)n2c(nc3ccccc32)s1
    99	101	106	104	91	96	100	99
- COc1cc2ncnc(Nc3ccc(C(=O)/C=C/c4ccc(F)cc4)cc3)c2cc1OC
    81	105	104	97	108	103	.	95
- Cc1cc(=O)oc2cc(OCCOc3ccc(/C=C/C(=O)Nc4ccccc4Cl)cc3)ccc12
    98	101	101	99	97	98	113	100
- CSc1nc2c(c(=O)n1C)C(c1ccc(Cl)cc1)C1=C(N2)/C(=C/c2ccc(Cl)cc2)CCC1 (configuration not stated)
    75	87	96	104	107	93	102	95
- Cn1cnc([N+](=O)[O-])c1Sc1nnc(-c2ccccc2)c(-c2ccccc2)n1
    55	48	66	-7.1*	98	72	.	85
- CN(C)CCN1C(=O)c2cccc3c(-c4ccc5ncn(C6CCCCC6)c5c4)ccc(c23)C1=O
    2.4*	27	14	25	4.7*	19	26	19
- Cn1c(N)nc2c1c(=O)[nH]c(=O)n2C
    104	103	100	106	111	104	114	107
- CC(C)(C)OC(=O)N1C/C(=C\c2cccs2)C(=O)/C(=C/c2cccs2)C1
    71	110	97	67	82	94	.	81
- O=C(CC(c1ccccc1)(c1ccccc1)c1ccccc1)c1ccccc1
    65	91	82	51	74	83	106	82
- CC(NC(=O)CCSCC1NC(=O)C2C(N1)SC1CCCC12)C1CNN(C)C1C (configuration not stated)
    87	99	110	92	61	100	98	102
- Oc1cccc(Nc2nccc(-c3ccc(Cl)cc3)n2)c1
    55	94	75	69	77	68	96	88
- Nc1nc(Nc2ccccc2SSc2ccccc2Nc2nc(N)nc(-c3ccncc3)n2)nc(-c2ccncc2)n1
    61	97	96	66	38	83	51	82
- CCCCCCN(N)C(=O)CC#N
    90	88	108	96	101	104	97	94
- CC(=O)Nc1nc(C)c(-c2csc(Nc3cccc(O)c3)n2)s1
    99	127	106	102	124	116	119	105
- O=C(Cn1cnc2c(cc(-c3ccccc3)n2-c2ccncc2)c1=O)Nc1ccc(F)cc1
    82	115	109	98	84	105	115	97
- COc1cc(/C=C2\C(=O)Nc3ccccc32)cc(OC)c1O
    60	89	77	38	52	77	71	83
- CCOC(=O)C(=O)CC(=O)/C=C/c1ccccc1
    82	99	107	99	115	107	108	103
- CCCn1cc(/C=N\N=C2\C(=O)Nc3c(F)cccc32)c2ccccc21
    65	147	74	.	98	83	82	96
- COc1cc2c(cc1NC(=O)C(F)(F)F)-c1ccc(NC(=O)C(F)(F)F)cc1C2
    102	95	63	97	98	87	36	99
- Cn1cc(-c2cc3ncnc(Nc4ccc(NC(=O)Nc5cc(C(C)(C)C)on5)cc4)c3s2)cn1
    42	62	27	14	16	19	-5.2*	3.4*
- Cc1ccc(S(=O)(=O)N(CCCBr)c2ccccc2)cc1
    80	106	99	72	56	89	93	87
- Cc1ccc([N+](=O)[O-])c2ccccc12
    92	119	113	101	82	103	109	110

Single records, as listed above. Order of screens: UO-31	TK-10	ACHN	CAKI-1	A498	SN12C	RXF 393	786-0
O=C(CC(c1ccccc1)(c1ccccc1)c1ccccc1)c1ccccc1 in the list: 65	91	82	51	74	83	106	82
COc1cc(/C=C2\C(=O)Nc3ccccc32)cc(OC)c1O in the list: 60	89	77	38	52	77	71	83
CC(C)(C)OC(=O)N1C/C(=C\c2cccs2)C(=O)/C(=C/c2cccs2)C1 in the list: 71	110	97	67	82	94	.	81
Cn1cc(-c2cc3ncnc(Nc4ccc(NC(=O)Nc5cc(C(C)(C)C)on5)cc4)c3s2)cn1 in the list: 42	62	27	14	16	19	-5.2*	3.4*
Oc1cccc(Nc2nccc(-c3ccc(Cl)cc3)n2)c1 in the list: 55	94	75	69	77	68	96	88
